NIH3T3 tox = cytotoxic compounds in NIH 3T3 cells; 94,000 compounds, 4.3% hits; NIH 3T3 viability, CellTiter-Glo ATP luminescence, 48-72 h; Potency, µM (series often up to 96.7 µM), for inactives: at the highest dose activity change, negative = cytotoxicity, hits mostly inhibitors; also: potency is read from the fitted curve at half-maximal effect; nearly all actives have a fitted effect of over 55% in size
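Cytotoxicity is measured as loss of cellular ATP: NIH 3T3 cells (400/well) are exposed to compound for 48 or 72 hr at 37 °C, then CellTiter-Glo luminescence is imaged after 10 min at room temperature.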
IP6K1 inh = IP6K1 kinase inhibition | Q92551 | IP6K1 kinase, ADP-Glo luminescence, 2 h; active compounds read low | activity change, % (series mostly up to about 58 µM) | 140,000 compounds, 0.81% hits | AID 1645851; in the data active = activity change below about -25%
Target sequence (Q92551 whole entry, looked up): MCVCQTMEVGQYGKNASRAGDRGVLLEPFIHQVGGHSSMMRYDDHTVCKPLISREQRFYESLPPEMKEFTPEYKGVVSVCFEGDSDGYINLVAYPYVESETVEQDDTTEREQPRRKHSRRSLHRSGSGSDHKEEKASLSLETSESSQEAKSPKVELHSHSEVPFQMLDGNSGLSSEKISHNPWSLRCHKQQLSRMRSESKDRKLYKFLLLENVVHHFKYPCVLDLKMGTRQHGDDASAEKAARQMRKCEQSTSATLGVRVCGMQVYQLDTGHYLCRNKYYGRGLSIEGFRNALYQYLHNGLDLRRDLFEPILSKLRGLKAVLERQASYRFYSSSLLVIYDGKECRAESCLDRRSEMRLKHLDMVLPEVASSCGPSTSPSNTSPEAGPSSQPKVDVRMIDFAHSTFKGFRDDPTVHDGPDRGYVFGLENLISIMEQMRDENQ
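ADP-Glo luminescence measures ADP made by human IP6K1 during a 2 h RT reaction with ATP/IP6 (mix at 1.3 mM/130 uM); top library doses 57.5 and 19.1 uM final.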
SNCA expr inh = inhibitors of alpha-synuclein (SNCA) gene expression | HEK-293 SNCA-luciferase knock-in, luminescence, 24 h | Potency, µM (highest dose often 57.2 µM), for the others: at the highest dose activity change, negative = inhibition, most hits filed as inhibitors | 140,000 compounds, 0.17% hits | AID 1671194;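 also: potency is read from the fitted curve at half-maximal effect; plate controls were DMSO cells for no effect and cell-free wells for full effect; nearly all actives have a fitted effect of over 45% in size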
HEK cytotox = kills HEK 293 cells; HEK 293 viability, ATP luminescence (CellTiter-Glo), 48-72 h; Potency, µM (doses to about 115 µM), inactives show at the top dose activity change, negative = cytotoxicity, most hits filed as inhibitors; 94,000 compounds, 6.6% hits; also: potency is read from the fitted curve at half-maximal effect; nearly all actives have a fitted effect of over 60% in size
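Viability of HEK 293 cells, plated at 250 cells/well, was judged by cellular ATP after compound treatment for 48 or 72 hr. Luminescence was imaged 10 min after CellTiter-Glo addition at room temperature.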
FLuc inh = blocks purified firefly luciferase enzyme activity. P08659. purified P. pyralis luciferase, luminescence, biochemical. Potency, µM (top dose mostly 115 µM), for the others: at the highest dose activity change, negative = inhibition, most hits filed as inhibitors. 76,000 compounds, 2.5% hits; also: potency is read from the fitted curve at half-maximal effect; nearly all actives have a fitted effect of over 65% in size
Target sequence (P08659 whole entry, looked up): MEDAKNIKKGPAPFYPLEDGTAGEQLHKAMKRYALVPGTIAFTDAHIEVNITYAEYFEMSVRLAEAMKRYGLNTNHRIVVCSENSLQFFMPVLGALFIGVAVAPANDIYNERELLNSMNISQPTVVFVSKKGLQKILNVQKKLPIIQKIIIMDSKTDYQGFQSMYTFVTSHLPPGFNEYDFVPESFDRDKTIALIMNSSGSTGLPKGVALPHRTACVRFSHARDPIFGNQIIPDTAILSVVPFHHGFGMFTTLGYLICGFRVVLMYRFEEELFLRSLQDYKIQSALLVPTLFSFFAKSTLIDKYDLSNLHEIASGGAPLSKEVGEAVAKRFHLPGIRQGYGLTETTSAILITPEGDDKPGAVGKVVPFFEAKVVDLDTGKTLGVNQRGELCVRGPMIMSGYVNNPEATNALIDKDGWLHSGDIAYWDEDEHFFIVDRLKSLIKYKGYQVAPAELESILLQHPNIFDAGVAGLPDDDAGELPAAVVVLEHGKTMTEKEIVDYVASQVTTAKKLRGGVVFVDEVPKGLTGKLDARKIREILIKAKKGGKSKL
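Luminescence read by CCD imaging after purified firefly luciferase (10nM final) was added to substrate buffer holding 10uM D-luciferin and 10uM ATP, pH 7.5, pre-dosed with compound.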
GPT2 inhibitor = inhibitors of human GPT2 alanine aminotransferase; AID 1671188; Q8TD30; Recombinant GPT2, coupled pyruvate oxidase/HRP Amplex Red fluorescence; 100,000 compounds, 0.25% hits; Potency, µM (series often up to 57.7 µM), inactives show at the top dose activity change, negative = inhibition, most hits filed as inhibitors; also: potency is read from the fitted curve at half-maximal effect; nearly all actives have a fitted effect of over 60% in size; many of its hits are not listed in these tables
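Inhibition is scored from Amplex Red fluorescence generated when pyruvate oxidase and HRP act on pyruvate released by GPT2. Reactions contain 10ng/uL enzyme, 250uM a-KG and 2mM L-alanine and run 30 min at room temperature.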
HEK293 viab = reduces viability of HEK-293 SNCA reporter cells. HEK-293-SNCA-luc viability, GF-AFC fluorescence, 24 h. Potency, µM (highest dose often 57.1 µM), for the others: at the highest dose activity change, negative = cytotoxicity, usual class: cytotoxic. 150,000 compounds, 0.12% hits;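 also: potency is read from the fitted curve at half-maximal effect; 0% = DMSO-treated cells and -100% = medium-only wells without cells; nearly all actives have a fitted effect of over 30% in size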
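HEK-293-SNCA-luc cells (1500/well) plated 24 h, then exposed 24 h to a dilution series; GF-AFC added 30 min at 37C, fluorescence 405/540 nm; normalised to medium-only and DMSO wells, Hill fit.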
* = called active by the depositor; i = inactive; ? = inconclusive; / = not tested or not shown; & = joins results of further samples; [ ] = remark or other dose. Unless noted, calls follow the shape of the dose curve; as a rule, active = well fitted curve in the direction sought with a large enough effect; inconclusive = small, poorly fitted or top-dose-only effect, or another doubt; inactive = no such curve, though single readings can be large; an effect the other way counts as inactive or inconclusive. Unless noted, % is scaled to controls: 0 for no effect and ±100 for the full control effect.

no.	SMILES	NIH3T3 tox	IP6K1 inh	SNCA expr inh	HEK cytotox	FLuc inh	GPT2 inhibitor	HEK293 viab
1	Cc1cc(CS(=O)(=O)c2ccccc2)cc(OCc2ccc(CN3CCCC3CO)cc2)c1 (centres undefined)	/	-9	/	/	/	i	-14%
2	Cc1ccc(Cl)cc1NC(=O)CN1C(=O)c2ccccc2Sc2ncccc21	/	11	-11%	/	/	/	8%
3	COCC(=O)NC1CCC12CCN(C(=O)C(C)C)CC2 (centres undefined)	-13%	-1	13%	i	2%	-8%	1%
4	CCOc1cc(C2C(C(N)=O)=C(C)Nc3ncnn32)cc(Br)c1O (centres undefined)	/	-8	-5%	/	/	/	11%
5	Cc1cccc(C(=O)N2CCC(C(NC(=O)c3ccccc3Cl)C(=O)NCC(C)C)CC2)c1 (centres undefined)	-23%	4	-10%	-3%	-6%	-1%	-14%
6	CCOc1ccc(C2CC(=O)n3nc(-c4ccc(C)cc4)nc3S2)cc1 (centres undefined)	/	5	-14%	/	/	/	0%
7	OC[C@H]1O[C@@H](OCCc2ccc(O)cc2)[C@H](O)[C@@H](O)[C@@H]1O	/	17	/	/	/	-1%	-11%
8	CCOc1ccc(NC(=O)c2cc(S(=O)(=O)N3CCC(C)CC3)cn2C)cc1	/	14	40%[activator]	/	/	/	-7%
9	O=C(c1nnc(COc2ccc(OC(F)(F)F)cc2)n1-c1ccccc1)N1CCC[C@@H]1C(c1ccccc1)c1ccccc1	4.5µM*	10	?	?	-6%	-4%	-20%
10	CCN1CCCCC12Cc1ccccc1CN(S(C)(=O)=O)C2 (centres undefined)	i	-14	-13%	i	/	i	7%
11	C=CCN1CC2(CCC1=O)CCN(C(=O)C1CCc3ccccc31)CC2 (centres undefined)	-6%	0	17%	-17%	-1%	?	-5%
12	COc1ccc2c(c1)c(CC(=O)O)c(C)n2Cc1ccc(Cl)cc1	/	/	6%	/	/	i	5%
13	CC(C)OC(C)C(=O)N1CCc2onc(-c3ccc(C(F)(F)F)cc3)c2C1 (centres undefined)	?	8	10%	28µM*	-4%	0%[11.5 µM]	4%
14	CC(C)c1ccc(NC(=O)N2CC[C@@H](CC(=O)O)[C@@H](CC3=NCCc4ccccc43)C2)cc1	-7%	-14	12%	-12%	?	-5%	-2%
15	Cc1ccc(C(=O)Nc2ccc(C(=O)O)cc2)cc1S(=O)(=O)Nc1ccccc1	/	18	104%[activator]	/	/	/	-1%
16	CC(C)CCN1CCC2(CC1)CC(=O)N(c1ccccc1)c1ccccc1O2	?	-3&16	?	45µM*	-2%&-8%	-4%&-9%	?
17	CCN1CCN(C(=O)c2cc3cn(C4CC4)cc3s2)CC1	-13%	1	32%[activator]	4%	-5%	3%	-1%
18	CN1CC2(CCN(CC3CC3)CC2)CC1C(=O)N1CCOCC1 (centres undefined)	-18%	14	-1%	1%	3%	-12%	-6%
19	Cn1nc(C(=O)N2C[C@@H](Oc3cccnc3)C[C@H]2C(N)=O)c2ccccc21	-23%	3	-4%	-11%	5%	5%	-1%
20	Cn1ncc(N2CCCC(C(=O)O)C2)cc1=O (centres undefined)	-6%	0	16%	-3%	4%	-5%	5%
21	CCn1cc(C(=O)NCCc2ccccc2)c(=O)c2cc(S(=O)(=O)N(C)C3CCCCC3)ccc21	/	-17	-16%	/	/	/	16%
22	Cn1ncc2c(C(=O)NCc3ccc(F)cc3F)cc(-c3ccc(C(F)(F)F)cc3)nc21	-26%	-9	/	-3%	/	/	/
23	C=CCN(C)C(=O)[C@@H]1Cc2c[nH]c3cccc(c23)[C@H](CC(C)C)N1	?	-6	-6%[87.6 µM]	?	-4%[172 µM]	-16%[88.5 µM]	-23%[87.6 µM]
24	CC(=O)c1ccc(N2CCN(S(=O)(=O)c3cc4[nH]c(=O)c(=O)[nH]c4cc3C)CC2)cc1	/	-9	63%[activator]	/	/	/	5%
25	Cc1ccccc1Cn1nnc2c(=O)[nH]c(C3CCN(C(=O)c4ccccc4Cl)CC3)nc21	/	-11	-1%	/	/	/	-17%
26	COc1ccc(CCNc2oc(/C=C/c3ccc(OC)c(OC)c3)nc2C#N)cc1	/	-12	-23%	/	/	/	0%
27	CN1CCN(c2ccc(C(=O)N[C@H](c3ccccn3)C3CC(O)C3)cc2)CC1 (some centres undefined)	-2%	1	-5%	-19%	10%	-10%[11.5 µM]	4%
28	O=[S+]1([O-])NCC2(CCN(Cc3cccc(C(F)(F)F)c3)C2)Oc2ccncc21 (centres undefined)	1%	-9	?	0%	/	i	3%
29	CCc1n[nH]c(CC2CCN(C(=O)C3CC3)CC2)n1	2%	-3	6%	i	0%	-4%	4%
30	Cn1cc(C(=O)N2CCCC(C)(Cc3ccc4c(c3)OCO4)C2)c(=O)[nH]c1=O (centres undefined)	?	14	-1%	-26%	-7%	i	5%

Three entries already listed, ordered by molar mass, largest number first:
no.	SMILES	NIH3T3 tox	IP6K1 inh	SNCA expr inh	HEK cytotox	FLuc inh	GPT2 inhibitor	HEK293 viab
1	Cc1cc(CS(=O)(=O)c2ccccc2)cc(OCc2ccc(CN3CCCC3CO)cc2)c1 (centres undefined)	/	-9	/	/	/	i	-14%
6	CCOc1ccc(C2CC(=O)n3nc(-c4ccc(C)cc4)nc3S2)cc1 (centres undefined)	/	5	-14%	/	/	/	0%
12	COc1ccc2c(c1)c(CC(=O)O)c(C)n2Cc1ccc(Cl)cc1	/	/	6%	/	/	i	5%

(more compounds)
no.	SMILES	NIH3T3 tox	IP6K1 inh	SNCA expr inh	HEK cytotox	FLuc inh	GPT2 inhibitor	HEK293 viab
31	COCc1cc(C)n(CC(=O)Nc2cccc(C(C)=O)c2)c(=O)c1C#N	/	12	16%	/	/	/	-9%
32	Cn1nc(C2CCCC2)cc1NC(=O)c1ccc(F)cc1	-33%[138 µM]	7	?	?	/	-1%[88.5 µM]	-7%[87.6 µM]
33	CC(C)n1cnnc1CN(C)Cc1cn(-c2ccccc2)nn1	-36%	5	30%	-24%	-1%	i	-9%
34	COc1ccccc1-c1cc(C(=O)Nc2ccc(F)cc2)c2cnn(C)c2n1	-30%	-9	/	?	/	/	/
35	O=C1NC2(CCN(CC3CCCCC3)C2)OCc2ccccc21 (centres undefined)	-11%[138 µM]	19	11%[87.6 µM]	1%[172 µM]	?	i	-4%[87.6 µM]
36	CC(=O)c1ccc(NC(=O)c2cc3c(n2C)CCN(Cc2ccccc2)C3)cc1	?	-3	0%	?	-4%	i	-24%
37	COc1ccccc1N1CCN([C@@H]2[C@H](O)[C@H](CO)O[C@@H]2CNS(=O)(=O)c2ccc(Cl)cc2)CC1	-32%	-11	-18%	?	-2%	i	0%
38	COc1ccc(NC(=O)Nc2nnc(N3CCCC3)s2)cc1	/	0	31%[activator]	/	/	/	7%
39	CCNC(=O)NC1(CC2CC2)CCN(C(=O)NCCc2ccccc2)CC1	-19%	18	1%	-22%	/	-13%	17%
40	CCC1CCCCN1S(=O)(=O)c1cc(C(=O)Nc2ccc(C)c(F)c2)ccc1F (centres undefined)	/	-5	?	/	/	/	-7%
41	COc1cccc(C(=O)N2CCCC(c3nn(-c4ccccc4)c(=O)[nH]3)C2)c1 (centres undefined)	-13%	7	-27%	1%	0%	i	7%
42	NC[C@H]1CCC[C@@H](CNC(=O)[C@@H](Cc2c[nH]c3ccccc23)NC(=O)N2CCC3(C=Cc4ccccc43)CC2)C1	/	-14	/	/	/	-2%[27.3 µM]	-6%
43	Cc1ccc(/C=C/c2onc(C)c2S(=O)(=O)N2CCC(C(=O)N(CCC(C)C)Cc3ccco3)CC2)cc1	/	-38*	9%	/	/	/	3%
44	Cc1ccc2cc3c(N)nn(C(=O)c4cccc(F)c4)c3nc2c1	/	-1	14%	/	/	/	-6%
45	CNC(=O)c1c(I)c(NC(C)=O)c(I)c(C(=O)O)c1I	/	4	-22%[25.6 µM]	/	/	3%	-17%[23.9 µM]
46	C[S+](=O)([O-])N1CCC(c2nnc3n2C(C(=O)N2CCN(c4ncccn4)CC2)CC3)CC1 (centres undefined)	-4%	0	-5%	4%	/	-6%	12%
47	O=C(Cn1ncc2c3ccccc3n(Cc3ccc(Cl)cc3)c2c1=O)N1CCCCCC1	/	15	-6%	/	/	/	0%
48	CCOC(=O)c1cccc(NC(=O)c2cc3cc4cc(OC)ccc4nc3s2)c1	/	7	3%	/	/	/	0%
49	C[S+](=O)([O-])NC1CCCN(Cc2ccc(-c3cncnc3)cc2)C1 (centres undefined)	-27%	11	7%	?	/	?	5%[12.5 µM]
50	CC1CCCN(CCCNC(=O)c2cn(C)c3ccc(S(=O)(=O)N(C)C4CCCCC4)cc3c2=O)C1 (centres undefined)	/	11	-19%	/	/	/	-9%
51	CCC(C)/C=C(C)/C=C/c1cc2c(cn1)C(=O)C(C)(OC(C)=O)C(O)=C2Cl (centres undefined)	/	-2	/	/	/	-29%[27.3 µM]	-32%
52	CCc1ccccc1NC(=O)C1CCN(c2nn3c(=O)cc(C)nc3s2)CC1	/	-6	1%	/	/	/	22%
53	COC(=O)N1CCCC1C(=O)N1CCC(c2nc3ccncc3[nH]2)CC1 (centres undefined)	-8%[138 µM]	1	22%[87.6 µM]	-3%[172 µM]	/	2%[88.5 µM]	-3%[87.6 µM]
54	Brc1ccc(-c2ccnc3nc(-c4ccco4)nn23)s1	?	-11	1%	?	-3%	-13%	-7%
55	CCNC(=O)N1CCCC1c1noc(CCC(=O)NCCc2nc3ccccc3[nH]2)n1 (centres undefined)	i	8	-16%	11%	6%	i	-4%
56	CO[C@H]1[C@H](NC(=O)c2ccccc2)c2ccccc2C12CCNCC2	-13%	7	-8%	-22%	2%	-25%	-1%
57	Cc1ccc(-n2cc(-c3ccccc3)c3c(N4CCC(C)CC4)ncnc32)cc1Cl	/	35	-13%	/	/	/	3%
58	CCC(=O)N1CCC2(CCC(=O)N(CC3CC3)CC2)CC1	2%	17	-11%	19%	3%	-7%	-1%
59	COc1ccc(N2CC3CCC(C2)N3Cc2ccc(-c3cccnc3)cc2)cc1	?	-8	6%	?	/	?	1%
60	CC(=O)N1CCc2c(sc3c2c(=O)n(-c2ccc(C)cc2)c(=O)n3Cc2c(F)cccc2Cl)C1	/	-14	?	/	/	/	-6%
61	OCC1CN(c2ncccn2)CC12CCN(Cc1ccc3[nH]ccc3c1)CC2 (centres undefined)	-8%	16	?	?	-6%	0%	8%

A portion of the library (hit frequency here may not be typical).
